Screening results as filed in PubChem BioAssay.
SSB-PriA inh = inhibitors of Klebsiella pneumoniae PriA binding to SSB C-terminal tail; 430,000 tested, 0.6% active; AlphaScreen SSBct-PriA binding, biotinylated peptide; inhibition, % at 33 µM; AID 1272365; in the data active = inhibition mostly above about 37%, no sharp cut-off; inactive = mostly below about 20%;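 also: plate controls were negative control peptide for no effect and reference peptide for full effect; strong numbers were not always called active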
Active calls of the source: *; & = joins results of further samples. Only part of the results is shown (hit frequency here may not be typical).

SMILES	SSB-PriA inh
COc1ccc(NC(=O)c2csc(Nc3ccc(S(C)(=O)=O)cc3)n2)cc1OC	13
COc1ccc(C(=O)NN=Cc2ccc(OC)c(CN3CCCc4ccccc43)c2)cc1	-8
COc1ccc(S(=O)(=O)N2CCC(C(=O)Nc3cccc(-c4nc5ccccc5o4)c3)CC2)cc1	-11
CCOc1ccc2nc(NC(=O)c3cc4nc(C)ccc4o3)sc2c1	-12
CCOC(=O)Cc1csc(NC(=O)CCN2C(=O)c3ccccc3S2(=O)=O)n1	-6
C=c1oc(C)cc1=C1NN=C(NC(=O)C2CC(=O)N(c3cccc(OC)c3)C2)O1 (stereo unspecified)	8
COCC(=O)Nc1ccc2c(c1)N(C(=O)C1CC1)CC2	-8&5
Cc1[nH]c2ccccc2c1C=NNC(=O)CNC(=O)Cc1ccccc1	0
CS(=O)(=O)C1CCN(S(=O)(=O)c2cccc(Cl)c2)CC1	-5
Cc1cccc(NC(=O)C(=O)NC2CC2)c1	-14
Cn1c(C(C#N)=C(O)c2ccc(Cl)cc2Cl)nc2ccccc21	0
CCCCCn1c(SCc2cccc([N+](=O)[O-])c2)nc2cc(C(=O)N3CCOCC3)ccc2c1=O	-11
Cc1ccc(S(=O)(=O)c2c(N)n(N=Cc3ccco3)c3nc4ccccc4nc23)cc1C	-20
Cn1c(=O)n(CC(N)=O)c(=O)c2c1nc1n2CCCN1C1CCCCC1	-5
CCOC(=O)C(=NNc1cc(C(F)(F)F)ccc1Cl)N(CC)CC	2
COc1ccc(SCC2CCN(C(=O)CN3C(=O)CCC3=O)CC2)cc1	-6
O=C(Cc1cn(Cc2ccccc2)c2ccccc12)NC1CCCC1	-5
Cc1cc(=O)n2c(-c3ccc(NS(=O)(=O)c4ccc(F)cc4)cc3)csc2n1	2
O=C(NCc1ccc(F)cc1)N1CCC(c2nnc(C3CC3)o2)CC1	12
COC(=O)N1CCOC(c2cc(Cl)cc(Cl)c2)C1 (stereo unspecified)	-29

Taken from above.
Cc1ccc(S(=O)(=O)c2c(N)n(N=Cc3ccco3)c3nc4ccccc4nc23)cc1C in SSB-PriA inh is entered as -20
Cc1[nH]c2ccccc2c1C=NNC(=O)CNC(=O)Cc1ccccc1 in SSB-PriA inh is entered as 0
COc1ccc(C(=O)NN=Cc2ccc(OC)c(CN3CCCc4ccccc43)c2)cc1 in SSB-PriA inh is entered as -8
C=c1oc(C)cc1=C1NN=C(NC(=O)C2CC(=O)N(c3cccc(OC)c3)C2)O1 (stereo unspecified) in SSB-PriA inh is entered as 8
COC(=O)N1CCOC(c2cc(Cl)cc(Cl)c2)C1 (stereo unspecified) in SSB-PriA inh is entered as -29

(further entries)
SMILES	SSB-PriA inh
O=C(Cn1ncn2nc(-c3ccccc3)cc2c1=O)Nc1ccc(F)cc1F	-8
CCOC(=O)c1ccc(-n2c(N)c(C(=O)NCCc3ccc(OC)c(OC)c3)sc2=S)cc1	17
Cc1cc(C(=O)NN=Cc2cn(C)nc2C)c2ccccc2n1	-21
CCOC(=O)NN=C(C)c1ccc(C)c([N+](=O)[O-])c1	-2
NC(=O)C1CCN(C(=O)CCCn2nc(-c3cccs3)ccc2=O)CC1	-11
COC(=O)c1ccccc1NC(=O)c1cccc(-n2cnnn2)c1	5
CN(C)c1cncc(O[C@H]2CCN(C(=O)Cc3cccs3)C2)n1	-14
CO[C@@]1(CNC(=O)COc2ccccc2C)CCSC1	-16
O=C(NCCc1cccs1)c1ccc(CS(=O)(=O)Cc2ccccc2Cl)o1	-1
CSc1nnc(NC(=O)CC(C)C)s1	6
O=C(NCCC(O)c1cccs1)Nc1ccccc1F (stereo unspecified)	-5
C=CCN1C(=O)C(C)(C)COc2ccc(NS(=O)(=O)Cc3cccc(Cl)c3)cc21	-3
O=C(NC(=O)c1ccc(F)cc1)Nc1ccncc1	-16
Cc1ccccc1NC(=O)CSc1nc2c(cnn2-c2cccc(Cl)c2)c(=O)[nH]1	-14
CCOCC(=O)Nc1cc(-c2cn3nc(OC)ccc3n2)ccc1OC	-11
CCOC(=O)N1CCN(C(=O)CSc2nc(N)c(NC(=O)c3ccc(OC)c(OC)c3)c(=O)[nH]2)CC1	-22&-1
Cc1noc(-c2ccsc2NC(=O)c2ccco2)n1	-5
O=C(NNC(=O)c1cccn(Cc2ccc(F)cc2)c1=O)c1cc2ccccc2o1	0
CCOc1c(C)cc(S(=O)(=O)Nc2ccc3c(c2)C(=O)Nc2cc(C)ccc2O3)cc1C	36
O=C(Nc1nc2c(s1)CN(C(=O)Nc1cccs1)CC2)c1ccco1	0
Cc1nc(N)n(CC(=O)NCc2ccccc2)c(=O)c1C	-3
COc1ccc(-c2ccc(=O)n(CCCNC(=O)c3ccco3)n2)cc1	-4
CCOC(=O)CC(=O)CSc1nc(-c2ccccc2)nc2c1c(=O)n(C)c(=O)n2C	-4
O=C(NCCc1nnc2ccc(SCc3c(F)cccc3Cl)nn12)c1ccc(F)cc1	-12
Cc1sc2ncnc(Nc3cccc(C(F)(F)F)c3)c2c1-c1ccc(Cl)cc1	-6
N#CC1CCCC1=N (stereo unspecified)	-16
Cc1ccc(C(=O)Nc2ccc(SCC(=O)NCC3CCCO3)nn2)cc1 (stereo unspecified)	-9
COc1cc(NC(=O)CSc2ccc(NC(C)=O)nn2)cc(OC)c1	-13
CCOc1ccc(C(=O)CSc2nnc(-c3ccc(Cl)cc3)o2)cc1	7
CSc1ccccc1NC(=O)CC1CCCCN1S(=O)(=O)c1ccc(F)cc1 (stereo unspecified)	14
CCOC(=O)c1ccc(NC(=O)Cn2c(C)nc3c(c2=O)CCN(Cc2ccccc2)C3)cc1	-11
O=C(Nc1nccs1)c1cn(Cc2cccc(F)c2)nc1OCc1cccc(F)c1	-3
Nc1snc2c1CCC2	-7
COCCNC(=O)Cc1ccc(NC(=O)CCc2ccc(C(F)(F)F)cc2)cc1	8
Cc1cc2ncc(CCCNC(=O)c3cc(-c4ccc(F)cc4)c[nH]3)cn2n1	-1
O=c1[nH]cnc2c1cnn2Cc1cccc(Cl)c1	-7
Cc1cc(C)cc(C(=O)Nc2cccc(-c3cn4c(C)csc4n3)c2)c1	22
O=C(COc1ccc(F)cc1)NCCCn1nc(-c2ccc(F)cc2)ccc1=O	-17
COc1ccc(-c2nnc(NC(=O)/C=C/c3ccccc3Cl)o2)c(OC)c1	-16
NCCC(=O)NCc1nc(-c2ccccc2)no1	-6
COc1ccc(CNC(=O)c2ccc3c(c2)OCO3)c(OC)c1	-2
Cc1ccc(NC(=O)C(=O)NC[C@@H](c2cccn2C)N(C)C)cc1F	-2
CCCCCCCCCCSCc1ccc(O)c2ncccc12	57
COCCN1CCC(CNS(=O)(=O)c2ccc(OC)cc2)CC1	-24
CCS(=O)(=O)c1ccccc1C(=O)Nc1ncnc2sccc12	-16
CCCCOc1ccc(C(=O)NCc2nnc(SCC(=O)Nc3nnc(C)s3)n2-c2cccc(C(F)(F)F)c2)cc1	3
Cc1ccc(S(=O)(=O)NC[C@@H](c2cn(C)c3ccccc23)N(C)C)s1	2
CCCS(=O)(=O)N1CCCc2ccc(NC(=O)c3cc4ccccc4oc3=O)cc21	-7
O=C(NCC1CCN(c2ccccn2)CC1)c1cc(Cl)cc(Cl)c1	-16
O=C(NCc1cncc(-c2ccsc2)c1)c1cccc(Oc2ccccn2)c1	8
CCN(C(=O)C1CCN(c2ccc(-c3cccs3)nn2)CC1)c1ccccc1	-1
CC(C)CCNC(=O)CCCCn1c(=O)c2ccccc2n(CC(=O)Nc2cccc(Cl)c2)c1=O	-4
CCOc1ccc(C)cc1S(=O)(=O)Nc1ccc2c(c1)C(=O)Nc1ccccc1O2	30
O=c1cc(CN2CCc3ccccc3C2)occ1OCc1ccc([N+](=O)[O-])cc1	1
Cc1cc(N2CCCCC2)nc(CNS(C)(=O)=O)n1	-25
C=C(C)CN=c1scc(C)n1N=Cc1ccco1	28
COc1ccc(CC(=O)NC[C@@H](c2ccsc2)N(C)C)cc1OC	3
CNC(=O)Cc1ccc(NS(=O)(=O)c2ccc(OC)c(Cl)c2)cc1	-16
CCc1ccc(NC(=O)CCc2csc(NC(=O)c3ccc(F)cc3)n2)cc1	-11
Cn1c(C(F)(F)F)nn(Cc2ccccc2C#N)c1=O	-11
Additional entries follow:
SMILES	SSB-PriA inh
COc1cc(C(C)=NNC(=O)c2ccc(CSc3nncn3C)cc2)cc(OC)c1OC	7
CS(=O)(=O)N1CCC(C(=O)NC2CCC(Oc3ncccn3)CC2)CC1 (stereo unspecified)	-8
N#Cc1ccc(Cl)cc1NC(=O)C(=O)NCC1CCN(Cc2cccs2)CC1	-18
O=C(NCc1ccco1)C1CCCN(c2ccc(-c3ccc(Cl)cc3)nn2)C1 (stereo unspecified)	-4
CC(c1ccccc1)N1C(=O)C(O)=C(C(=O)C2CC2)C1c1ccccc1 (stereo unspecified)	-3
C[C@@H]1CC[C@H](O)/C=C/C(=O)O[C@H](C)CC[C@H](O)/C=C\C(=O)O1	-5
Clc1ccc(Nc2nc3ccc(Cl)cc3c(-c3ccccc3)c2-c2cc(-c3ccccc3)c3cc(Cl)ccc3n2)cc1	-5&0
COCC(=O)Nc1c(C)nc2c(C)cccn2c1=O	-11
Cn1cc(C(=O)NCC2(c3cccs3)CCOCC2)nn1	-9
O=C(NN=Cc1ccc(-c2ccccc2C(=O)O)o1)c1cccs1	1
COc1cccc(C(=O)Nc2nc3ccc(S(=O)(=O)N(C)C)cc3s2)c1OC	-17
Cc1cccc(-n2c(O)c(C=NN3CCOCC3)c(=O)[nH]c2=S)c1	-25
COC(=O)c1ccc(Cn2nc(C(C)C)c3cnn(-c4ccccc4)c3c2=O)cc1	-12
CCOC(=O)C(=NNc1cc(Cl)ccc1Cl)N1CC(C)OC(C)C1 (stereo unspecified)	-6
Cc1ccc(NC(=O)C(=O)NCC[C@H](O)C2CC2)cc1F	-17
CCCOc1cccc(C(=O)NN=Cc2coc3ccccc3c2=O)c1	8
Cc1c(Cl)cccc1S(=O)(=O)N1CCc2cnc(N3CCOCC3)nc2C1	7
CCOc1ccccc1NC(=O)c1n[nH]nc1Nc1cccc(F)c1	-8
Cc1ccc(-n2cccc2C=Nn2cnnc2)cc1Cl	3
O=C(NCc1cnn2c1CCCC2)c1cc(Cl)sc1Cl	4
COc1ccc(Cl)cc1NC(=O)C(=O)NCC(c1cccc2ccccc12)N1CCCC1 (stereo unspecified)	18
CCN(Cc1cnc2ccccn12)C(=O)c1cc2ccc(OC)cc2[nH]1	-2
CCOCC(=O)NC1CCCC(O)C1 (stereo unspecified)	-1
O=S(=O)(Nc1ccc(-c2ccc(N3CCOCC3)nn2)cc1)c1ccc2ccccc2c1	-5
CCOC(=O)[C@H]1CCCN(c2c(S(=O)(=O)c3ccc(C)c(C)c3)cnc3ccc(OCC)cc23)C1	4
O=C(NNC(=O)C1COc2ccccc2O1)c1cc2cc([N+](=O)[O-])ccc2s1 (stereo unspecified)	16
Fc1ccc(Nc2nc(NN=Cc3ccco3)nc(N3CCCCC3)n2)cc1	2
O=C(c1ccc(C(F)(F)F)nc1)N1CC(Oc2nccs2)C1	-14
O=C(NCCC1=CCCCC1)C(=O)NCCC1CCCCN1S(=O)(=O)c1ccc(F)cc1 (stereo unspecified)	-10
CCc1ccc(S(=O)(=O)NC[C@H](OC)c2ccsc2)s1	-21
O=C(NN=Cc1cc(Cl)c(O)c(Cl)c1)c1cc2c(ccc3ccccc32)o1	-1
O=C(COC(=O)c1cc(=O)[nH]c2ccccc12)c1ccc(Cl)cc1Cl	-10&-4
Cc1nnc(NN=Cc2ccc(-c3ccccc3[N+](=O)[O-])o2)n1N	0
CCOCC(=O)Nc1cccc(-n2c(C)nc3ccccc3c2=O)c1	-39&-5
CC(=NNC(=O)Cc1ccc(O)cc1)c1cccnc1	-9
COc1cccc(NC(=O)N(Cc2cnc3ccccn23)c2ccccc2)c1OC	4
COc1ccccc1C=NNc1cc(C)nc2ccc(C)cc12	13
CCN(CC)c1ccc(C(C)=O)c(O)c1	-61
O=C(Cn1c(=O)n(Cc2cccs2)c(=O)c2ncccc21)OCc1ccccc1	1
O=C(c1ccc([N+](=O)[O-])o1)N1CCN(Cc2nc(-c3ccco3)cs2)CC1	-1

As a working copy, some entries already given:
SMILES	SSB-PriA inh
COc1ccc(NC(=O)c2csc(Nc3ccc(S(C)(=O)=O)cc3)n2)cc1OC	13
COc1ccc(C(=O)NN=Cc2ccc(OC)c(CN3CCCc4ccccc43)c2)cc1	-8

Rewritten in CSV form: entries from further up
mol,SSB-PriA inh
N#Cc1ccc(Cl)cc1NC(=O)C(=O)NCC1CCN(Cc2cccs2)CC1,-18
O=c1cc(CN2CCc3ccccc3C2)occ1OCc1ccc([N+](=O)[O-])cc1,1
CCOc1c(C)cc(S(=O)(=O)Nc2ccc3c(c2)C(=O)Nc2cc(C)ccc2O3)cc1C,36
CCOCC(=O)Nc1cc(-c2cn3nc(OC)ccc3n2)ccc1OC,-11
CCOC(=O)[C@H]1CCCN(c2c(S(=O)(=O)c3ccc(C)c(C)c3)cnc3ccc(OCC)cc23)C1,4
O=C(NN=Cc1ccc(-c2ccccc2C(=O)O)o1)c1cccs1,1

Following part
SMILES	SSB-PriA inh
N#CC1(c2cccs2)CCOCC1	-11
N#Cc1cc2c([nH]c1=O)CCN(C(=O)[C@@H]1CCCN1c1nc3ccccc3o1)C2	-10
Cc1ccc(C(=O)NN=C2NC(=O)CC(C(=O)Nc3ccccc3)S2)cc1 (stereo unspecified)	-9
Nc1nc(SCC(=O)NC2CCCCC2)ncc1S(=O)(=O)c1cccs1	-13
Cc1ccc(-c2nnc(Oc3ccc(OCc4ccccc4)cc3)c3ccccc23)cc1	-18
CCN(CC)S(=O)(=O)c1cccc(C(=O)NN=Cc2ccccn2)c1	7
COc1ccc(-c2cnnc(NN=Cc3ccc(O)c(O)c3)n2)cc1	1
O=C(N1CCC(CSC2=NCCS2)CC1)C1(c2ccc(Cl)cc2)CCCC1	1
COc1ccc(CNC(=O)NCC#CCN2CCCCC2)cc1OC	-12
CCOc1cc(C(=O)Nc2ccc(S(=O)(=O)Nc3nccs3)cc2)cc(OCC)c1OCC	-8
CCOC(=O)N1CCN(C[C@H](O)COc2ccc(C(C)(C)C)cc2C(C)(C)C)CC1	11
O=C(N[C@H]1CCN(c2ccc(C(F)(F)F)cn2)C1)c1ccc2cc[nH]c2c1	4
